NIH3T3 tox = Cytotoxic Profiling in NIH 3T3 Cell Line of Diverse Libraries Using Quantitative High-Throughput Screening | Potency, µM (doses to about 96.7 µM), inactives show at the top dose activity change, negative = cytotoxicity, hits mostly inhibitors | 94,000 tested, 4.3% active | NIH 3T3 viability, CellTiter-Glo ATP luminescence, 48-72 h | AID 1345082, 2018; also: potency is read from the fitted curve at half-maximal effect; nearly all actives have a fitted effect of over 55% in size
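First NIH 3T3 cells are plated at 400 cells/well; next compound is pinned in; then plates incubate 48 or 72 hr at 37 °C; finally CellTiter-Glo is added and luminescence read after 10 min.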
IP6K1 inh = Primary qHTS assay for small molecule inhibitors of Inositol hexaphosphate kinase 1 (IP6K1); IP6K1 kinase, ADP-Glo luminescence, 2 h; stronger effect = lower value; activity change, % (series mostly up to about 58 µM); 140,000 tested, 0.81% active; in the data active = activity change below about -25%
Target sequence (Q92551 whole entry, looked up): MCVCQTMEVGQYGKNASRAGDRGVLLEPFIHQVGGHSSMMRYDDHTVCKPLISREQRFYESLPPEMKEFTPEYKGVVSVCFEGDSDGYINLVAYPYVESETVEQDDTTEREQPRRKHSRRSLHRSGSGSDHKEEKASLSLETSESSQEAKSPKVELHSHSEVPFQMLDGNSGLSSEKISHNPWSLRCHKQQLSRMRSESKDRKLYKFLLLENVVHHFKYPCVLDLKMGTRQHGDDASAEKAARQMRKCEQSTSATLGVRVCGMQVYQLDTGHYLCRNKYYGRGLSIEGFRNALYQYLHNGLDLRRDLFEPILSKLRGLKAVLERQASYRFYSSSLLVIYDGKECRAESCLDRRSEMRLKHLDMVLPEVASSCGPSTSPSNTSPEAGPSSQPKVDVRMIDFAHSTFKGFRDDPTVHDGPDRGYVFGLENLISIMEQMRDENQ
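ADP-Glo luminescence measures ADP made by human IP6K1 during a 2 h RT reaction with ATP/IP6 (mix at 1.3 mM/130 uM); top library doses 57.5 and 19.1 uM final.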
Luciferase inh = Firefly luciferase inhibition profiling of diverse chemical library using quantitative high-throughput screening | Luciferin 4-monooxygenase (Photinus pyralis), P08659 | purified P. pyralis luciferase, luminescence, biochemical | Potency, µM (highest dose often 115 µM), for the others: top-dose activity change, negative = inhibition, actives largely listed as inhibitors | 76,000 tested, 2.5% active; also: potency is read from the fitted curve at half-maximal effect; nearly all actives have a fitted effect of over 65% in size
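Luminescence read by CCD imaging after purified firefly luciferase (10nM final) was added to substrate buffer holding 10uM D-luciferin and 10uM ATP, pH 7.5, pre-dosed with compound.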
HEK cytotox = Cytotoxic Profiling in HEK 293 Cell Line of Diverse Libraries Using Quantitative High-Throughput Screening. HEK 293 viability, ATP luminescence (CellTiter-Glo), 48-72 h. Potency, µM (titrated, usually from 115 µM), for the others: top-dose activity change, negative = cytotoxicity, most hits filed as inhibitors. 94,000 tested, 6.6% active. AID 1345083, 2018; also: potency is read from the fitted curve at half-maximal effect; nearly all actives have a fitted effect of over 60% in size
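Luminescence from cellular ATP, measured with CellTiter-Glo, indicates HEK 293 viability. Cells plated at 250 cells/well are treated with compound for 48 or 72 hr at 37 degree Celsius before reagent addition.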
SNCA viab count = GF-AFC viability counterscreen for inhibitors of alpha-synuclein gene (SNCA) expression. 150,000 tested, 0.12% active. HEK-293-SNCA-luc viability, GF-AFC fluorescence, 24 h. Potency, µM (titrated, usually from 57.1 µM), without a hit: at the top dose activity change, negative = cytotoxicity, actives largely listed as cytotoxic;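 also: potency is read from the fitted curve at half-maximal effect; 0% = DMSO-treated cells and -100% = medium-only wells without cells; nearly all actives have a fitted effect of over 30% in size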
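HEK-293-SNCA-luc cells (1500/well) plated 24 h, then exposed 24 h to a dilution series; GF-AFC added 30 min at 37C, fluorescence 405/540 nm; normalised to medium-only and DMSO wells, Hill fit.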
GPT2 inhibitor = Primary qHTS assay for inhibitors of Glutamate pyruvate transaminase 2 (GPT2); Potency, µM (highest dose often 57.7 µM), for inactives: at the highest dose activity change, negative = inhibition, most hits filed as inhibitors; AID 1671188, 2021; 100,000 tested, 0.25% active; Alanine aminotransferase 2 (Homo sapiens), Q8TD30; Recombinant GPT2, coupled pyruvate oxidase/HRP Amplex Red fluorescence; also: potency is read from the fitted curve at half-maximal effect; nearly all actives have a fitted effect of over 60% in size; many of its hits are not listed in these tables
Target sequence (Q8TD30 whole entry, looked up): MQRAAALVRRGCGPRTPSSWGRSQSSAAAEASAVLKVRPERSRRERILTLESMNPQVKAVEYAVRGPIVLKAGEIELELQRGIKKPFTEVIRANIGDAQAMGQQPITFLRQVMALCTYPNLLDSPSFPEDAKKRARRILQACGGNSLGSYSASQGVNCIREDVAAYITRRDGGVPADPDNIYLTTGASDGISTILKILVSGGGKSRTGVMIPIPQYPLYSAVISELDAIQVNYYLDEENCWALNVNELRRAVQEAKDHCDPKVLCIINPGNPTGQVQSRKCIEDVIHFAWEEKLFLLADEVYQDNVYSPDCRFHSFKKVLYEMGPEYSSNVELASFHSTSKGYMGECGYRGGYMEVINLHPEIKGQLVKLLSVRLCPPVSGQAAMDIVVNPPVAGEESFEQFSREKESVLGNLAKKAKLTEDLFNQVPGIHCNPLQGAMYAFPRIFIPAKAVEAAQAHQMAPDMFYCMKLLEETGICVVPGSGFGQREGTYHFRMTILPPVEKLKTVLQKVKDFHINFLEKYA
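GPT2 10ng/uL, a-KG 250uM, L-Ala 2mM, HEPES pH7.5 + 0.0001% Tween; 30 min RT. Then Amplex mix (PO/HRP/ThPP), 30 min RT dark, fluorescence. AOA 50uM used as positive control.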
SNCA expr inhib = Primary qHTS assay for inhibitors of alpha-synuclein gene (SNCA) expression; Potency, µM (highest dose often 57.2 µM), for the others: at the highest dose activity change, negative = inhibition, actives largely listed as inhibitors; HEK-293 SNCA-luciferase knock-in, luminescence, 24 h; 140,000 tested, 0.17% active;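 also: potency is read from the fitted curve at half-maximal effect; plate controls were DMSO cells for no effect and cell-free wells for full effect; nearly all actives have a fitted effect of over 45% in size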
Numbers without * were called inactive; i = inactive; ? = inconclusive; / = not tested or not shown; ! = repeats disagree; [ ] = another dose, or the depositor's remark. Unless noted, calls follow the shape of the dose curve; as a rule, active = well fitted curve in the direction sought with a large enough effect; inconclusive = small, poorly fitted or top-dose-only effect, or another doubt; inactive = no such curve, though single readings can be large; an effect the other way counts as inactive or inconclusive. Unless noted, % is scaled to controls: 0 for no effect and ±100 for the full control effect.

Molecule,IP6K1 inh,HEK cytotox,SNCA expr inhib,NIH3T3 tox,GPT2 inhibitor,SNCA viab count,Luciferase inh
Cc1ccc(CNc2ncnc3c2c(-c2ccccc2)cn3-c2cccc(Cl)c2)cc1,19.0,/,?,/,/,0.3%,/
Cc1ccc(C2=NC3(CCN(C(=O)c4ccc(C)s4)CC3)ON2)cc1,9.4,-29.1%,105.4%[activator],-19.6%,2.5%,-17.5%,?
O=C(N[C@H]1CO[C@H]2[C@@H]1OC[C@@H]2n1cc(-c2ccccn2)nn1)c1ccc(C(F)(F)F)cc1,9.2,?,0.2%,-27.6%,0.2%,6.9%,-15.5%
CC(C)Cc1ccc(CC(=O)O)cc1,9.0,/,-6.2%[25.6 µM],/,1.6%,5.4%[23.9 µM],/
O=C(NCCc1nc(Cc2ccccc2)no1)C1CNCCO1 (configuration not stated),-13.4,-1.4%,5.4%,-4.3%,i,1.5%,7.1%
COc1ccccc1Nc1ccnc(N2CCC(NC(=O)c3ccccc3C)CC2)n1,3.6,?,11.2%,?,i,0.1%,/
COc1cccc(CC(=O)N2C[C@@H](Oc3cccnc3)C[C@H]2C(=O)N2CCCC2)c1,2.0,4.3%,14.1%,2.5%,-14.0%,-20.8%,-5.3%
CCCCC(=O)Nc1ccc(OCc2cc(=O)n3c(C)csc3n2)cc1,-6.0,/,-5.7%,/,/,-6.2%,/
O=c1[nH]nc2n1CCN(Cc1ccsc1)CC2,-12.3,i,12.8%,i,-4.9%,-0.8%,10.5%
Cc1ccc(S(=O)(=O)c2nnn3c2nc(N2CCOCC2)c2sccc23)cc1C,1.0,/,6.8%,/,/,14.0%,/
CCN(CC)C(=O)Cn1c(=O)n(CCCCCC(=O)NCc2ccc(C)cc2)c(=O)c2sccc21,13.0,/,1.2%,/,/,-0.8%,/
CCNC(=O)N1CC(Oc2cccc(-c3nc(-c4ccccc4)no3)c2)C1,3.9,35.5µM*,-11.0%,?,2.7%,-6.5%,-24.1%
CO[C@H]1C(=O)N(C2CCN(S(=O)(=O)Cc3ccccc3F)CC2)[C@H]1c1ccncc1,2.6,-4.2%,8.9%,-10.3%,i,1.9%,-1.5%
CCC(CC)C(=O)N1CCC(Oc2nccnc2N(C)C)C1 (configuration not stated),7.5,?,198.6%[activator],-0.3%,i,-0.8%,35.5µM*
CC1=NS(=O)(=O)N(Cc2ccccc2)C=C1C(=O)OCc1nc(-c2ccccc2Cl)no1,6.2,?,1.3%,?,-12.9%,1.2%,7.0%
CN(c1ccccc1)c1ccc2nnc(-c3cc(C(=O)Nc4ccn(C)n4)ccn3)n2n1,-10.1,-5.2%[172 µM],-15.1%[87.6 µM],?,-10.3%[88.5 µM],-6.8%[87.6 µM],-3.6%[172 µM]
COc1ccc(N2CCN(S(=O)(=O)c3c(C)nc4sc(C)cn4c3=O)CC2)cc1,7.3,/,-15.6%,/,/,-0.3%,/
O=C(CSc1nc2cc(C(=O)NC3CCCC3)ccc2c(=O)n1CC1CCCO1)c1cccc(Cl)c1 (configuration not stated),-19.1,/,-7.8%,/,/,9.2%,/
O=C(c1ccc2c(c1)OCO2)N1CC(c2noc(C3CCCN3CC3CC3)n2)C1 (configuration not stated),8.1,-28.4%,?,-3.2%,i,2.3%[12.5 µM],-6.5%
O=C(Nc1ccc2c(N3CCCCC3)ncnc2c1)c1ccsc1,10.4,?,1.1%,?,?,-17.1%,?
O=C(N[C@H](C1CCNCC1)C1CC(O)C1)c1ccccc1C(F)(F)F (some centres not stated),1.0,4.7%,0.6%,i,i,-2.9%,-0.8%
COc1cc(F)ccc1-c1cc(-c2ccc(=O)[nH]c2)c2cncn2c1,2.9,?,26.7%[87.6 µM],?,i,3.0%[87.6 µM],9.7%[172 µM]
COc1ccc(C)cc1NC(=O)Cn1c(-c2ccc(F)cc2)nc(C)cc1=O,9.9,?,-9.1%,-13.5%,i,-11.8%,-8.9%
CC(C)CCNC(=O)c1cc(Sc2ccc(F)cc2F)nc2ccccc12,-6.4,/,7.6%,/,/,-0.1%,/
COc1ccc(CNC(=O)C2CCCCN2Cc2ccc(-c3ccccc3OC)cc2)cc1OC (configuration not stated),27.6,31.6µM*,/,?,/,/,/
O[C@H]1CCC2CC1[C@@H](O)CN2CC(c1ccccc1)c1ccccc1 (some centres not stated),6.1,?,/,?,/,/,/
COc1ccc(CCn2c3c(c(=O)[nH]c2=O)C(NC(=O)c2ccc(C(C)(C)C)cc2)(C(F)(F)F)C(=O)N3)cc1OC (configuration not stated),-8.8,/,-6.5%,/,/,?,/
Cc1cccc(-c2noc([C@@H]3Cc4nc[nH]c4CN3C(=O)NC(C)C)n2)c1,-4.1,-18.1%[172 µM],-12.3%[87.6 µM],?,-3.8%[88.5 µM],-4.3%[87.6 µM],?
Cc1ccc(CN2CCC3OCCN(Cc4ccccc4)C(=O)C3C2)o1 (configuration not stated),1.0,-17.7%[172 µM],2.0%[87.6 µM],?,?,0.5%[87.6 µM],8.8%[172 µM]
Fc1ccc(C2Cn3nnc(-c4nc(-c5ccc(OC(F)(F)F)cc5)no4)c3CO2)cc1 (configuration not stated),-1.1,-5.6%,22.0%,-27.2%,i,7.0%,1.5%
Cc1nc(-c2cccc(Cl)c2)n(CC(=O)Nc2cccc(C(C)C)c2)c(=O)c1CCO,-10.3,?,?,25.1µM*,i,?,0.0%
O=C1CCN(C(=O)c2cccc3[nH]ccc23)CCCCCCN1,-16.9,-13.2%,42.5%[activator],-13.6%,?,7.7%,-22.2%
O=C(COc1ccc(Cl)cc1Cl)Nc1cccc2cccnc12,-0.8,/,21.4%,/,/,-4.7%,/
Cc1nc(C)c(C(=O)N2CCCCCC2c2nnc(-c3ccccc3)o2)s1 (configuration not stated),-7.0,?,-11.8%,-15.8%,i,-9.1%,-7.7%
CC(C)(C)c1ccc(Oc2nc3ccccn3c(=O)c2/C=C(\C#N)c2nc3ccccc3[nH]2)cc1,-7.8,/,23.5%,/,/,3.7%,/
CC(=O)OC1C(O)C(C)=C(CCC(C)CC(=O)O)C2(C)CCCC(C)(C)C12 (configuration not stated),1.6,/,/,/,1.3%[27.3 µM],-1.7%,/
Cc1ccccc1NC(=O)CCn1nc(-c2ccccc2)c2ccccc2c1=O,-25.5*,/,-6.1%,/,/,-14.8%,/
CC(=O)Nc1cc(C2CCCC2)nn1C,3.4,-9.8%[230 µM],-4.9%[87.6 µM],-19.8%[174 µM],i,7.5%[87.6 µM],/
COc1ccccc1-c1cn2c(n1)CO[C@@H](CNC1CCCC1)C2,18.4,?,4.1%[87.6 µM],?,-14.6%[88.5 µM],-9.6%[87.6 µM],4.0%[172 µM]
Cc1ccsc1CN(C)C(=O)C1C2C(=O)N(c3ccc(F)cc3)C[C@@]23C=C[C@@H]1O3 (some centres not stated),2.7,?,-9.5%,4.6%,-12.1%,-13.8%,-0.4%

Structures shown so far with a tert-butyl group (2):
Molecule,IP6K1 inh,HEK cytotox,SNCA expr inhib,NIH3T3 tox,GPT2 inhibitor,SNCA viab count,Luciferase inh
COc1ccc(CCn2c3c(c(=O)[nH]c2=O)C(NC(=O)c2ccc(C(C)(C)C)cc2)(C(F)(F)F)C(=O)N3)cc1OC (configuration not stated),-8.8,/,-6.5%,/,/,?,/
CC(C)(C)c1ccc(Oc2nc3ccccn3c(=O)c2/C=C(\C#N)c2nc3ccccc3[nH]2)cc1,-7.8,/,23.5%,/,/,3.7%,/

Remaining list, next part.
Molecule,IP6K1 inh,HEK cytotox,SNCA expr inhib,NIH3T3 tox,GPT2 inhibitor,SNCA viab count,Luciferase inh
CCc1ccc(C2c3c(oc4ccc(F)cc4c3=O)C(=O)N2CCc2ccc(OC)cc2)cc1 (configuration not stated),-0.2,/,-23.4%,/,/,3.4%,/
CCc1ccccc1NC(=O)CCCSc1nc(-c2ccco2)cc(C(F)(F)F)n1,-4.8,/,2.4%,/,/,-1.1%,/
Cc1ccccc1C(=O)Nc1nc2c(s1)CC(C(C)(C)C)CC2 (configuration not stated),22.9,/,12.1%,/,/,7.8%,/
O=C(Nc1cccc2ccccc12)O[C@@H]1CO[C@H]2[C@@H]1OC[C@@H]2NC(=O)c1cccs1,3.6,?,-27.5%[87.6 µM],-39.7%[174 µM],?,-4.5%[87.6 µM],-8.1%[172 µM]
COc1ccc(NC(=O)C2(C)CCCCC(=O)N2)cc1 (configuration not stated),3.0,9.5%,-3.5%,-8.2%,i,-1.8%,3.3%
COc1ccc(CNC(=O)Cn2c(=O)oc3cc(S(=O)(=O)N4CCCC4)ccc32)cc1,-0.5,/,-8.7%,/,/,-4.9%,/
COc1ccccc1Nc1ccnc(N2CCC(NC(=O)c3ccc(Cl)cc3)CC2)n1,-6.1,35.5µM*,-6.1%,31.6µM*,1.1%,-2.0%,/
COc1ccc2cc(C(=O)N3C[C@@H](Oc4ccccc4)C[C@H]3C(=O)N3CCOCC3)[nH]c2c1,-4.2,?,4.3%,-0.5%,i,7.7%,-1.6%
COCCc1noc(-c2nc(-c3ccccc3F)no2)n1,0.2,-11.9%,16.4%,-1.3%,1.5%,4.7%,28.2µM*
Cc1ccc(-n2nc(-c3c(C)nc4scc(CC(=O)NC(C)c5ccccc5)n4c3=O)cc2C)cc1 (configuration not stated),-0.5,-27.3%,-12.9%,-33.6%,i,0.0%,-12.0%
COc1ccc(OCC(=O)Nc2ccc(C(=O)OCc3cc(=O)n4nc(C)sc4n3)cc2)cc1,12.8,/,35.2%[activator],/,/,0.6%,/
O=C1CC(c2noc(-c3cccs3)n2)CN1C1CCCCC1 (configuration not stated),36.2,-11.0%,-9.9%,-18.9%,i,5.7%,-5.3%
CC1=C(C(=O)O[C@@H]2O[C@H](COC3OCC(O)C(O)C3O)[C@@H](O)[C@H](O)[C@H]2O)C(C)(C)CCC1 (some centres not stated),43.3,/,/,/,i,-10.6%[23.9 µM],/
CC(C)n1cc(CN2CCC(Oc3ccc(C(=O)NC4CCCC4)cc3Cl)CC2)cn1,25.9,?,?,39.8µM*,0.2%,-18.6%,0.2%
CNCC(O)c1ccc(O)c(O)c1 (configuration not stated),13.3,/,22.4%,/,6.31µM*!,-14.1%,/
